# Siah-1 displacement = Siah-1 peptide-binding antagonists, primary screen, biochemical, fluorescence polarization, rhodamine-plectin, uHTS (AID 1817). E3 ubiquitin-protein ligase SIAH1 (Homo sapiens). Siah-1 / rhodamine-plectin peptide fluorescence polarization; higher % means a stronger effect. one-dose displacement, % at 20 µM; IC50 in µM for titrated hits. 0.02% of 290,000 active;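 active means displacement of at least 50% at 20 µM, with a fluorescence ratio check between 0.3 and a set limit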;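 further: plate controls were Siah plus tracer with DMSO for no effect and tracer alone without Siah for full effect; strong numbers were not always called active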
# West Nile virus CPE = West Nile virus antiviral activity, cell-based, CPE readout (AID 1621); West Nile virus-infected cells, CPE inhibition; higher % means a stronger effect; CPE inhibition, % at 10 µM; hits with a dose series show IC50 in µM; 0.02% of 290,000 active; in the data active means a potency from the dose series; further: strong numbers were not always called active
# human PMI inhibitors = human PMI inhibitors, high substrate, primary screen, biochemical, fluorescence intensity, high mannose 6-phosphate (AID 1220). Mannose-6-phosphate isomerase (Homo sapiens). recombinant PMI enzyme, coupled fluorescence intensity; higher % means a stronger effect. inhibition, % at 20 µM; hits with a dose series show IC50 in µM. 0.66% of 190,000 active; in the data active means inhibition above about 50%
# XIAP antagonists = XIAP antagonists, biochemical, IAP family, fluorescence polarization (AID 1018) | E3 ubiquitin-protein ligase XIAP (Homo sapiens) | XIAP BIR domain, fluorescence polarization peptide displacement; higher % means a stronger effect | displacement, % at 20 µM; hits with a dose series show IC50 in µM | 0.007% of 200,000 active; in the data active means displacement above about 50%; further: a part of the inactive calls stands beside numbers as strong as those of hits
# M1AAP inhibition = P. falciparum M1AAP inhibitors, biochemical, fluorogenic H-Leu-NHMec substrate, 1536-well (AID 1445); recombinant M1AAP, H-Leu-NHMec fluorogenic kinetic assay; higher % means a stronger effect; inhibition, % at 30 µM, or IC50 in µM where a hit was titrated; 0.42% of 220,000 active;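 active means primary inhibition above the hit cutoff, then over 50% inhibition at one or more dose response concentrations, cut at about 23% in these data, passing the limit was not always enough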;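 further: plate controls were DMSO full reaction for no effect and no enzyme background for full effect; strong numbers were not always called active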
# Salmonella PhoP GFP = inhibitors of PhoP regulon expression, primary screen, Salmonella Typhimurium, GFP reporter (AID 1863). S. Typhimurium PhoP-regulated promoter GFP reporter, 4 h; higher % means a stronger effect. inhibition, % at 50 µM, or IC50 in µM where a hit was titrated. 0.16% of 300,000 active;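 active means inhibition over 29.93%, a cutoff 3 SD above the screen mean, later confirmed by dose response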;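 further: 0% = low Mg2+ inducing control and 100% = high Mg2+ repressing control; strong numbers were not always called active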
# Yfh1-depleted yeast = enhancers of respiration in Yfh1-depleted yeast, dose response, Friedreich's ataxia, plus single-dose screen (AID 1465); S. cerevisiae Yfh1-off respiration, WST-1 reduction, 72 h; higher fold induction means a stronger effect; one-dose fold induction at 50 µM; EC50 in µM for titrated hits; 0.074% of 220,000 active;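 active means fold induction of absorbance versus untreated yeast above a set limit, then at least 30% activation at any dose in follow-up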;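 further: activators that raise dye reduction in frataxin-depleted yeast; strong numbers were not always called active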
# CSM14.1 death rescue = rescue of cells from ER stress-induced death, primary screen, 384-well, CSM14.1, thapsigargin, ATP luminescence (AID 1222). CSM14.1 thapsigargin-induced death rescue, ATP luminescence; higher % means a stronger effect. cellular ATP content (survival), % at 20 µM; hits with a dose series show EC50 in µM. 190,000 tested, under 10 active;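 active means EC50 below 50 µM in the dose-response confirmation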;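 further: death triggered by thapsigargin at about 15 µM added after 2 h compound pretreatment; cell ATP read after overnight thapsigargin exposure of roughly 18 to 22 hours; normalized against plate controls of thapsigargin alone and 5% DMSO vehicle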
# P. falciparum M17LAP = P. falciparum M17LAP inhibitors, primary screen, biochemical, fluorogenic H-Leu-NHMec substrate, 1536-well (AID 1619); 0.38% of 220,000 active; one-dose inhibition, % at 30 µM; IC50 in µM for titrated hits; recombinant M17LAP, H-Leu-NHMec fluorogenic kinetic assay; higher % means a stronger effect; Leucine aminopeptidase (Plasmodium falciparum (isolate 3D7));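 active means compound inhibiting the enzyme by more than half at any dose during confirmatory dose-response retesting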;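 further: plate controls were full reaction with DMSO carrier for no effect and no enzyme background for full effect; strong numbers were not always called active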
# * hit, by the source's call; i = inactive; . = no result given. Rows are unselected; overall some 1.6% were active at least once.
# Below each SMILES: CSM14.1 death rescue, Salmonella PhoP GFP, West Nile virus CPE, P. falciparum M17LAP, XIAP antagonists, Siah-1 displacement, human PMI inhibitors, Yfh1-depleted yeast, M1AAP inhibition
N#C/C(=C\c1cccnc1)c1nc2ccccc2[nH]1
    ., -1%, -0.4%, 2%, ., -5%, ., i, 6%
COc1ccc(NC(=O)c2c(C)nn(Cc3ccccc3)c2Cl)cc1S(=O)(=O)N1CCOCC1
    -0.6%, 0%, -1.4%, 0%, -4.8%, -7%, 2%, i, 0%
CC1(C)Cc2c(sc3nc4n(-c5ccccc5)cnn4c(=O)c23)CO1
    ., -10%, -0.2%, -6%, ., -4%, ., i, -5%
Cc1nn2c(C)c(C(=O)Nc3ccccc3)cnc2c1C#N
    4.2%, 2%, 0.2%, -5%, -7.4%, 4%, -8%, i, -6%
O=C(O)CCC(=O)Nc1ccccc1C(=O)NC1CCCCC1
    -6.0%, 1%, 0.2%, 1%, -4.7%, 3%, 9%, i, 2%
O=C(O)c1cnn2c1NC(c1ccc(F)cc1)CC2C(F)(F)F (stereo unspecified)
    -3.4%, 12%, 0.6%, 16%, -5.3%, -3%, 0%, i, 2%
Cc1cc(Cl)ccc1NC(=O)CCCN1C(=O)CCC1=O
    -1.1%, -1%, 0.3%, 10%, -3.0%, -2%, 5%, i, 2%
CCN(CC)CCCNC1CCS(=O)(=O)C1 (stereo unspecified)
    1.3%, 7%, -0.6%, 5%, -3.1%, 3%, 4%, i, 0%
CCOc1ccc(N2C(=O)C(CC(=O)Nc3ccccc3)N(Cc3ccccn3)C2=S)cc1 (stereo unspecified)
    -0.4%, -4%, -1.3%, -3%, -3.9%, 4%, 0%, i, 0%
Cc1cc2cc(CNC(=O)c3cccs3)ccc2[nH]1
    -0.8%, 2%, 0.3%, 4%, -11%, 2%, 20%, i, 17%
N=c1c(C(=O)NCc2ccccc2)cc2c(=O)n3ccccc3nc2n1CCCN1CCOCC1
    -2.0%, ., ., ., 48%, 3%, 4%, ., .
COc1ccc(NC(=S)N2CCN(C(c3ccccc3)c3ccccc3)CC2)c(OC)c1
    3.2%, 4%, -1.2%, -4%, -0.5%, 5%, -2%, i, -2%
COc1ccc(OC)c(NC(=S)NCC(c2cccnc2)N2CCOCC2)c1 (stereo unspecified)
    -2.1%, -3%, 0.7%, -9%, -2.3%, 4%, 2%, i, 5%
COC(=O)C1Sc2[nH]c(=O)sc2C2c3ccccc3OC(=O)C12 (stereo unspecified)
    0.5%, -9%, 0.2%, 4%, -2.1%, 3%, 30%, i, 4%
COc1ccccc1NC(=O)c1ccc(-n2cccn2)c([N+](=O)[O-])c1
    -1.6%, 13%, 0.1%, 3%, -6.0%, -5%, 5%, i, -2%
O=C(NN(CC(O)COc1ccccc1)CC(O)COc1ccccc1)c1ccccc1 (stereo unspecified)
    ., -12%, 0.1%, 3%, ., 16%, ., i, 2%
COC(=O)c1ccc(C(=O)OC)c(NC(=O)COC(=O)C2CCCCC2)c1
    -3.4%, -12%, 0.1%, -3%, -7.4%, 0%, -1%, i, 23%
Cc1ccc(C2=NC3(CCCC3)N=C2SCC(=O)Nc2ccc3c(c2)OCCO3)cc1
    4.0%, -1%, ., -13%, -9.4%, -1%, 24%, ., 2%
CCOc1ccc(NC(=S)NC(C)c2cccs2)cc1 (stereo unspecified)
    -3.0%, 9%, -0.4%, 11%, -3.7%, -3%, 2%, i, 3%
O=C(CN1c2ccccc2Sc2ccccc21)NNC(=O)Nc1ccc(Cl)c(Cl)c1
    ., -9%, -0.4%, -4%, ., 0%, ., i, 0%
COc1ccc(Cl)cc1C(=O)NCC#N
    0.7%, -9%, 0.3%, -8%, -3.2%, 2%, 1%, i, 11%
O=C(NCc1ccncc1)C(=O)NCc1ccncc1
    -1.3%, 2%, 0.1%, -2%, -5.0%, -4%, -9%, i, -8%
CC(C)c1nc(SCC(=O)N2CCOCC2)c2c(=O)n(C)c(=O)n(C)c2n1
    0.3%, -4%, 0.0%, 7%, -2.6%, 2%, 7%, i, 3%
COC(=O)CN1C(=S)N(c2ccc(OC)cc2)C(=O)/C1=C/c1ccc(N2CCOCC2)cc1
    1.2%, -14%, -0.8%, -2%, -1.0%, 2%, 12%, i, 13%
CSC1=NCCN1C(=O)Cc1cccc2ccccc12
    ., 2%, -0.1%, -3%, ., 3%, ., i, 2%
Cc1ccc(SCC(=O)Nc2cccc(-c3nnc(-c4ccco4)o3)c2)cc1
    0.1%, -21%, -0.2%, 0%, -3.2%, 4%, 14%, i, 3%
O=C(Nc1cccnc1)c1ccccc1F
    0.8%, -4%, 0.1%, 8%, -2.9%, 1%, 0%, i, 11%
CSC1=NC2C(N1)N(C)C(=O)N2C (stereo unspecified)
    -1.1%, 0%, 0.3%, -2%, -7.9%, 1%, -84%, i, 11%
Cc1ccc(C2C(C#N)=C(N)N(c3ncn[nH]3)C3=C2C(=O)CC(C)(C)C3)cc1 (stereo unspecified)
    0.0%, -1%, 0.2%, 10%, -4.4%, 1%, -2%, i, 8%
O=C(NCc1ccco1)c1cc([N+](=O)[O-])cc([N+](=O)[O-])c1
    -0.5%, -4%, -0.9%, 0%, -5.2%, 2%, 11%, i, -1%
COCCCN(C(=O)c1ccco1)c1nc(-c2cc(OC)ccc2OC)cs1
    3.1%, 19%, 0.6%, -10%, -15%, 4%, 7%, i, -2%
CC1CCC2(CC1)NC(=O)N(CC(=O)Nc1ccc3c(c1)OCCO3)C2=O (stereo unspecified)
    -1.6%, 2%, -0.6%, 14µM*, -2.0%, 3%, 3%, i, 4%
CSc1nnc(C(C)(C)C)c(=O)n1/N=C/c1c(O)ccc2ccccc12
    ., -8%, -0.2%, 7%, ., 18%, ., i, 2%
C=CCN=c1scc(-c2ccc(F)cc2)n1/N=C/c1ccccn1
    5.0%, 8%, -1.0%, -2%, -92%, 1%, 9%, i, 5%
CCn1ccnc1CN(C)Cc1cn[nH]c1-c1ccc(F)cc1F
    -0.1%, 3%, 0.0%, 4%, 1.3%, -4%, 2%, i, 1%
O=C(N/N=C\C=C\c1ccc2c(c1)OCO2)C1COc2cc3ccccc3cc2O1 (stereo unspecified)
    -2.1%, 1%, -0.1%, -2%, -2.7%, 4%, 5%, i, 2%
COc1ccc(CCC(=O)Nc2nc3ccccc3[nH]2)cc1OC
    -0.8%, -4%, -0.2%, -7%, -5.1%, -2%, -3%, i, 0%
O=C(NCc1ccc2c(c1)OCO2)C1CCCN1C(=O)Nc1ccccc1 (stereo unspecified)
    0.6%, 2%, -0.2%, 4%, -5.0%, -2%, 1%, i, 11%
COP(=O)(OC)c1nc(-c2cccc3ccccc23)oc1NCc1ccccc1
    1.6%, -14%, -1.0%, -54%, -3.5%, -4%, 19%, i, 19%
O=C(COc1ccc(Cl)cc1Cl)NC(=S)Nc1ccc(CN2CCOCC2)cc1
    ., 1%, 0.2%, 1%, ., 0%, ., i, -1%

# The closing 2 compounds of the part before open the next one.
# Below each SMILES: CSM14.1 death rescue, Salmonella PhoP GFP, West Nile virus CPE, P. falciparum M17LAP, XIAP antagonists, Siah-1 displacement, human PMI inhibitors, Yfh1-depleted yeast, M1AAP inhibition
COP(=O)(OC)c1nc(-c2cccc3ccccc23)oc1NCc1ccccc1
    1.6%, -14%, -1.0%, -54%, -3.5%, -4%, 19%, i, 19%
O=C(COc1ccc(Cl)cc1Cl)NC(=S)Nc1ccc(CN2CCOCC2)cc1
    ., 1%, 0.2%, 1%, ., 0%, ., i, -1%
COc1ccc(C(=O)N2CCN=C2SC)cc1
    ., -1%, 0.0%, 5%, -9.4%, -3%, -16%, i, -3%
Cc1c(C(=O)O)[nH]c2c1C(=O)CC(c1ccc(Cl)cc1)C2 (stereo unspecified)
    -1.5%, 4%, -0.3%, 3%, -5.5%, 3%, -1%, i, 18%
COCCNC(=S)Nc1ccc2[nH]c(=O)[nH]c2c1
    -0.4%, 3%, 0.7%, -1%, -2.7%, -2%, -42%, i, 5%
CC1CC(C)CN(Cc2nc3c(c(=O)n(C)c(=O)n3C)n2CCN2CCOCC2)C1 (stereo unspecified)
    1.6%, 4%, -0.2%, 5%, -6.7%, -2%, 10%, i, -6%
Cc1cc(C)c2c(c1)cc(C)c1nnc(SCC(=O)Nc3ccccc3N3CCOCC3)n12
    -0.1%, -4%, -0.8%, -3%, -1.5%, 6%, 11%, i, -4%
CN(CCC(=O)Nc1ccc2c(c1)OCO2)Cc1ccccc1
    0.3%, 11%, -0.3%, 4%, -3.7%, 1%, -8%, i, 12%
CC1CN=C(N(C(=S)Nc2ccccc2)c2cccc(C(F)(F)F)c2)S1 (stereo unspecified)
    ., -4%, -1.1%, 3%, ., 1%, ., i, 1%
CCC1CSC(Nc2ccc(C(=O)/C=C/c3ccc(Oc4ccccc4)cc3)cc2)=N1 (stereo unspecified)
    -4.6%, 16%, -1.4%, -10%, 1.2%, -10%, -4%, i, 11%
CC1CCC2(CC1)NC(=O)N(Cc1nnc(-c3cccs3)o1)C2=O (stereo unspecified)
    1.6%, 7%, 0.2%, -1%, -14%, -3%, 11%, i, 3%
COc1ccccc1OCCOc1ccc(/C=N/n2cnnc2)cc1
    0.4%, 9%, -0.1%, -16%, -4.0%, -1%, 12%, i, 12%
O=C(NC(=S)Nc1ccc(S(=O)(=O)Nc2ncccn2)cc1)c1cccc(Br)c1
    -1.3%, -4%, 0.1%, 18%, -7.8%, -2%, -7%, i, 11%
CC(C)CCN1CCN(CC(c2ccccc2)c2ccccc2)CC1CCO (stereo unspecified)
    -3.2%, -5%, 0.2%, 4%, -4.2%, 5%, -4%, i, 0%
c1ccc2c(CSCCc3ccncc3)cccc2c1
    -1.2%, -1%, -0.4%, 3%, -3.2%, -5%, 23%, i, 2%
CCn1c(=O)c(C(=O)NCCc2ccccc2)c(O)c2ccccc21
    ., -4%, -0.3%, 3%, -3.4%, 3%, -6%, i, 2%
O=C(Nc1ccc(Cl)c(-c2nc3ccccc3[nH]2)c1)c1cccnc1
    -1.1%, -8%, 0.5%, -3%, -9.0%, 4%, 2%, i, 2%
Cc1cc(NC(=O)CSc2nc(-c3ccc(F)cc3)cs2)no1
    -0.3%, 14%, 0.4%, 10%, -1.4%, 6%, -1%, i, 11%
COc1ccccc1-c1ccc(=O)n(CC(=O)Nc2ccc(C(=O)N3CCCC3)cc2)n1
    5.0%, 7%, 0.1%, 1%, -2.9%, 2%, 1%, i, 2%
Cc1ccc(S(=O)(=O)CCNC(=O)Cc2ccccc2)cc1
    0.7%, 0%, 0.1%, -5%, -3.1%, 2%, 8%, i, 2%
COc1ccc(NC(=O)NCCN2CCN(c3cccc(Cl)c3)CC2)cc1
    -1.7%, 7%, -0.1%, 3%, -2.4%, -3%, -4%, i, -3%
CCC1=NN(C(=O)Cc2ccc(OC)c(OC)c2)C(O)(C(F)(F)F)C1 (stereo unspecified)
    -0.7%, 25%, -0.9%, 4%, -2.4%, 5%, -7%, i, 7%

# High-throughput results: PubChem, several laboratories
